Screens deposited in PubChem by several laboratories.
Ba/F3 V617F tox: loss of viability in JAK2V617F-driven Ba/F3 cells. Ba/F3 EpoR-JAK2V617F viability, ATP luminescence. inhibition, % at 5.6 µM. 220,000 compounds, 1.1% hits. AID 1446;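 active means inhibition above the campaign mean plus 3 SD over all tested compounds, cut at about 24% in these data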;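 further: cytokine-independent growth of Ba/F3 cells driven by EpoR plus mutant JAK2; 0% = DMSO-treated cells and 100% = JAK inhibitor I control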
eIF4E 4G PPI: eIF4E/eIF4G interaction inhibition in translation initiation. AID 782. 220,000 compounds, 0.37% hits. TR-FRET eIF4E-eIF4GI(517-606) binding, 2 h. P63073+Q04637. inhibition, % at 21.7 µM;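 active means inhibition above about 30%, limit read from the data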;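 further: 0% = full FRET control wells and 100% = background wells lacking eIF4GI fragment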
Wee1 degr inh: human Wee1 degradation inhibition, primary screen. AID 1321. 220,000 compounds, 1.2% hits. reporter increase, % at 5 µM. HeLa Luc-Wee1K328M stability, luciferase luminescence; 100% = proteasome inhibitor MG132 effect;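 active means activation above the mean of all tested compounds plus 3 SD, set per screening run, cut at about 8.8% in these data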;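 further: cells exposed to compound for 20 h before luminescence read; 0% = DMSO alone and 100% = MG132 at 30 µM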
Target sequence (P30291 whole entry K328M): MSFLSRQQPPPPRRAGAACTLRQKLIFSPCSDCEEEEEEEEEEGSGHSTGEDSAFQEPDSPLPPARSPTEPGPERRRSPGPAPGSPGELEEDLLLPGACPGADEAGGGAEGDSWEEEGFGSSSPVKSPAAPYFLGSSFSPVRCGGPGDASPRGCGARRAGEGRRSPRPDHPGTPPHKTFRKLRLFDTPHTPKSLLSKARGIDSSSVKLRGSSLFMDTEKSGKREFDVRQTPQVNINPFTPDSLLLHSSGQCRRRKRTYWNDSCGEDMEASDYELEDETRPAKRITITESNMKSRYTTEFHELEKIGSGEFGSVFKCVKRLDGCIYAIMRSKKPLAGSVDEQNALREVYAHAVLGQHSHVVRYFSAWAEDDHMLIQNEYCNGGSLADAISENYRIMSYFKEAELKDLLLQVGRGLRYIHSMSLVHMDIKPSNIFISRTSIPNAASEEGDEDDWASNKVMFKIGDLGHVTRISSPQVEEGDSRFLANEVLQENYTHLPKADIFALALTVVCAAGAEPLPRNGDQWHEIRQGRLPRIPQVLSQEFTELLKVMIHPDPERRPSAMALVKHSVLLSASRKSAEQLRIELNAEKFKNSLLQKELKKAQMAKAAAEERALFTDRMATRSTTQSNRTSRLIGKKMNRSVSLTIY
S1P4 antag: human S1P4 receptor antagonism; AID 1510; inhibition, % at 4.98 µM; S1P4-expressing cells, antagonist mode, reporter read-out; O95977; 220,000 compounds, 0.26% hits; in the data active means inhibition above about 29%;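 further: 0% = wells stimulated with agonist and 100% = vehicle wells without agonist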
Target sequence (O95977 whole entry, looked up): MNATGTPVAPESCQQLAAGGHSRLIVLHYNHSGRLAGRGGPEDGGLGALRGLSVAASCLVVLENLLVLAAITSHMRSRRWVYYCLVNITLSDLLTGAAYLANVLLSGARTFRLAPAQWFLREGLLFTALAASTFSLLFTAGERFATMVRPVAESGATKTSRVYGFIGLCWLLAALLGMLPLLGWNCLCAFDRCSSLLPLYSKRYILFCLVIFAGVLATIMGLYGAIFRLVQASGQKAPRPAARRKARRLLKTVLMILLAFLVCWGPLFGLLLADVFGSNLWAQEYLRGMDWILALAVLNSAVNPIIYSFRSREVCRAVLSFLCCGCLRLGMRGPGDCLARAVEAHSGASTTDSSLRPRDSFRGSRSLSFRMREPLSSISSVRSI
PERK inh: human PERK inhibition, primary cell-based screen | Q9NZJ5 | CHO PERK-DD fusion, SEAP luminescence translation reporter | inhibition, % at 5.6 µM | 220,000 compounds, 0.17% hits | AID 1416;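 active means inhibition above the mean inhibition of all tested compounds plus 3 SD, set separately per screening campaign, cut at about 2.9% in these data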;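 further: PERK kinase domain activated by AP20187 dimerizer at 100 nM; 0% = DMSO with dimerizer and 100% = rapamycin at 8.4 µM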
NPY2 pot ag: potentiators or agonists of human neuropeptide Y receptor Y2; P49146; cells expressing NPY-Y2, potentiator/agonist read-out; activation, % at 3.6 µM; 220,000 compounds, 0.45% hits; in the data active means activation above about 27%;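 further: cells stimulated with NPY near EC25 plus isoproterenol at EC100; 0% = vehicle plus submaximal agonist and 100% = vehicle plus saturating agonist; some results beyond the cut were filed as inactive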
BaF3 parental: reduces parental Ba/F3 cell viability, JAK2V617F counter-screen. CellTiter-Glo ATP luminescence. 220,000 compounds, 1.1% hits. inhibition, % at 5.6 µM;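 active means inhibition above a per-campaign cutoff, the mean inhibition of all tested compounds plus 3 SD, cut at about 27% in these data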;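 further: 0% = DMSO wells and 100% = JAK Inhibitor I control wells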
MDM2 E3 inh: inhibitors of human Mdm2 E3 ubiquitin ligase. Q00987. cell-based MDM2 ubiquitination luciferase reporter, 2 h; 0 = plate control, 100 = twice control, blank-subtracted. signal enhancement, % at 5 µM. 210,000 compounds, 0.11% hits. AID 1230;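 active means signal enhancement of 30% or more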;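 further: luminescence tracks abundance of the self-degrading MDM2-luciferase fusion protein; higher signal means inhibition of MDM2 E3 ligase activity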
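Assay system: stable mammalian line carrying autodegrading MDM2–luciferase fusion reporter; Input: 2000 cells in each well; Compound dosing: single-point 5 µM; Schedule: 2 h compound exposure at 37 °C; Signal: SteadyLite luciferase luminescence after 15 min room-temperature reagent incubation; Evaluation: % luminescence enhancement versus blank-corrected plate control mean; Benchmarks: plate controls and plate blanks.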
S1P4 agonist: agonists of human S1P4 receptor; S1P4-expressing cell line, agonist reporter assay; 220,000 compounds, 0.35% hits; activation, % at 4.98 µM; AID 1509; in the data active means activation above about 11%;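 further: 0% = DMSO vehicle and 100% = reference agonist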
Starred values were filed as active, the others as inactive; [ ] = another dose, or the depositor's remark.

Results for CC(=O)Nc1ccc(S(=O)(=O)N(C)c2ccccc2)cc1 ?
Ba/F3 V617F tox: -1; eIF4E 4G PPI: -6[fluorescence artefact?]; Wee1 degr inh: -4; S1P4 antag: -6; PERK inh: 0.7; NPY2 pot ag: 8; BaF3 parental: -1; MDM2 E3 inh: -1; S1P4 agonist: 0.6

Results for COC(=O)Cc1ccc(NC(=S)Nc2ccc(N3CCOCC3)cc2)cc1 ?
Ba/F3 V617F tox: 0; eIF4E 4G PPI: -2; Wee1 degr inh: -1; S1P4 antag: 6; PERK inh: 1.3; NPY2 pot ag: 1; BaF3 parental: 9; MDM2 E3 inh: -9; S1P4 agonist: 2.6

Results for CC1(C)NC(=O)N(CCCSc2ccc(Cl)cc2)C1=O ?
Ba/F3 V617F tox: -4; eIF4E 4G PPI: -2[fluorescence artefact?]; Wee1 degr inh: -1; S1P4 antag: -7; PERK inh: -0.1; NPY2 pot ag: 10; BaF3 parental: 5; MDM2 E3 inh: -3; S1P4 agonist: -0.5

Results for O=C1CC(=O)C(n2cncn2)C(c2c(F)cccc2Cl)C1 (centres undefined) ?
Ba/F3 V617F tox: -3; eIF4E 4G PPI: -10[fluorescence artefact?]; Wee1 degr inh: -1; S1P4 antag: -16; PERK inh: 0.3; NPY2 pot ag: -6; BaF3 parental: -1; MDM2 E3 inh: -10; S1P4 agonist: 2.4

What do the screens show for `CC(=O)c1c(C)[nH]c(C(=O)OCC(=O)NCCC(C)C)c1C`?
Ba/F3 V617F tox: 0; eIF4E 4G PPI: -7; Wee1 degr inh: -3; S1P4 antag: -12; PERK inh: 1.7; NPY2 pot ag: -5; BaF3 parental: 1; MDM2 E3 inh: -22; S1P4 agonist: -0.7

How did Cn1nnnc1SCc1nnc(-c2ccc(F)cc2)o1 do in these assays?
Ba/F3 V617F tox: -3; eIF4E 4G PPI: 2[fluorescence artefact?]; Wee1 degr inh: 5; S1P4 antag: -1; PERK inh: 0.1; NPY2 pot ag: -8; BaF3 parental: 6; MDM2 E3 inh: -4; S1P4 agonist: -3.0

Results for COc1ccccc1Nc1nnc(SCc2cc(=O)n3cc(C)ccc3n2)s1 ?
Ba/F3 V617F tox: 1; eIF4E 4G PPI: 3; Wee1 degr inh: 1; S1P4 antag: -14; PERK inh: -1.1; NPY2 pot ag: 2; BaF3 parental: 1; S1P4 agonist: 1.2

What do the screens show for `O=C(CCc1nc2ccccc2s1)NC1CCOC1=O` (centres undefined)?
Ba/F3 V617F tox: 0; eIF4E 4G PPI: 2; Wee1 degr inh: 4; S1P4 antag: 0; PERK inh: -0.1; NPY2 pot ag: -15; BaF3 parental: -1; MDM2 E3 inh: -17; S1P4 agonist: -1.3

Results for COc1ccc(/C=C(/NC(=O)c2ccccc2)C(=O)N/N=C/c2ccncc2)cc1 ?
Ba/F3 V617F tox: -2; eIF4E 4G PPI: 5[fluorescence artefact?]; Wee1 degr inh: 5; S1P4 antag: -11; PERK inh: -0.1; NPY2 pot ag: 5; BaF3 parental: 3; MDM2 E3 inh: 0; S1P4 agonist: -0.1

What do the screens show for `Cc1ccc2nc(-c3ccccc3N)[nH]c2c1`?
Ba/F3 V617F tox: 20; eIF4E 4G PPI: 2; Wee1 degr inh: 4; S1P4 antag: -27; PERK inh: -0.6; NPY2 pot ag: -9; BaF3 parental: 22; MDM2 E3 inh: -38; S1P4 agonist: 1.3

What do the screens show for `Cc1nonc1C1CCCN1Cc1nc(-c2ccccc2Cl)oc1C` (centres undefined)?
Ba/F3 V617F tox: 2; eIF4E 4G PPI: -1; Wee1 degr inh: 3; S1P4 antag: 8; PERK inh: 0.5; NPY2 pot ag: -23; BaF3 parental: 10; MDM2 E3 inh: -11; S1P4 agonist: -0.6

What do the screens show for `Cc1nnc2c(-c3ccccc3)nc3ccccc3n12`?
Ba/F3 V617F tox: -3; eIF4E 4G PPI: -2; Wee1 degr inh: 2; S1P4 antag: -18; PERK inh: 0.9; NPY2 pot ag: 14; BaF3 parental: -1; MDM2 E3 inh: -30; S1P4 agonist: -0.4

What do the screens show for `CNS(=O)(=O)c1cccc(C(=O)OC2CCCCC2=O)c1` (centres undefined)?
Ba/F3 V617F tox: -4; eIF4E 4G PPI: 3[fluorescence artefact?]; Wee1 degr inh: 0; S1P4 antag: 3; PERK inh: 1.8; NPY2 pot ag: 6; BaF3 parental: 1; MDM2 E3 inh: -12; S1P4 agonist: 2.3

Results for CC(C)(C)C1(C)OC(C(N)=O)C(C(N)=O)O1 (centres undefined) ?
Ba/F3 V617F tox: -2; eIF4E 4G PPI: 7[fluorescence artefact?]; Wee1 degr inh: -1; S1P4 antag: -9; PERK inh: 1.0; NPY2 pot ag: 0; BaF3 parental: -2; MDM2 E3 inh: -12; S1P4 agonist: 1.8

What do the screens show for `C=CCOCCN1C(=O)C2C(c3ccccc3)C=CC(c3ccccc3)C2C1=O` (centres undefined)?
Ba/F3 V617F tox: 0; eIF4E 4G PPI: -2; Wee1 degr inh: 0; S1P4 antag: 6; PERK inh: -1.3; NPY2 pot ag: -4; BaF3 parental: 5; MDM2 E3 inh: 4; S1P4 agonist: -4.4

Results for COc1ccccc1OCCCC(=O)Nc1nccs1 ?
Ba/F3 V617F tox: -2; eIF4E 4G PPI: -3; Wee1 degr inh: 0; S1P4 antag: -9; PERK inh: 0.7; NPY2 pot ag: 9; BaF3 parental: 3; MDM2 E3 inh: -13; S1P4 agonist: 1.1

What do the screens show for `CC(CCc1ccccc1)NC(=O)CSc1ccccn1` (centres undefined)?
Ba/F3 V617F tox: 5; eIF4E 4G PPI: 2; Wee1 degr inh: 0; S1P4 antag: -9; PERK inh: -0.2; NPY2 pot ag: -12; BaF3 parental: 9; MDM2 E3 inh: -22; S1P4 agonist: -2.4

What do the screens show for `O=c1cc2oc3cc(O)c(O)cc3c(-c3ccccc3O)c-2cc1O`?
Ba/F3 V617F tox: 3; eIF4E 4G PPI: 28; Wee1 degr inh: 3; S1P4 antag: 12; PERK inh: 3.1*; NPY2 pot ag: 3; BaF3 parental: 4; MDM2 E3 inh: -11; S1P4 agonist: -0.6

Results for COc1coc(/C=C/C(=O)O)cc1=O ?
Ba/F3 V617F tox: 0; eIF4E 4G PPI: -1; Wee1 degr inh: 6; S1P4 antag: -23; PERK inh: 1.8; NPY2 pot ag: 10; BaF3 parental: 6; MDM2 E3 inh: -3; S1P4 agonist: 1.8

Results for O=[N+]([O-])c1ccc(O)c(/C=N/Nc2nn[nH]n2)c1 ?
Ba/F3 V617F tox: 4; eIF4E 4G PPI: 4; Wee1 degr inh: 0; S1P4 antag: -8; PERK inh: 0.8; NPY2 pot ag: -13; BaF3 parental: 8; MDM2 E3 inh: -6; S1P4 agonist: -0.6

How did COc1cc(C2Nc3ccccc3C(=O)N2c2ccccc2)ccc1O (centres undefined) do in these assays?
Ba/F3 V617F tox: -3; eIF4E 4G PPI: 0; Wee1 degr inh: -3; S1P4 antag: -4; PERK inh: -0.2; NPY2 pot ag: 9; BaF3 parental: 3; MDM2 E3 inh: -1; S1P4 agonist: 1.5

How did CCCS(=O)(=O)c1c(S(=O)(=O)CCC)c2c(C)cccn2c1C(=O)OC do in these assays?
Ba/F3 V617F tox: 1; eIF4E 4G PPI: -6; Wee1 degr inh: -2; S1P4 antag: -10; PERK inh: -0.5; NPY2 pot ag: -13; BaF3 parental: 6; MDM2 E3 inh: -1; S1P4 agonist: -1.3

Results for C(=N\n1cnnc1)/c1ccc(OCc2cccc3ccccc23)cc1 ?
Ba/F3 V617F tox: -2; eIF4E 4G PPI: 5; Wee1 degr inh: 2; S1P4 antag: -30; PERK inh: 0.0; NPY2 pot ag: 4; BaF3 parental: 5; MDM2 E3 inh: -8; S1P4 agonist: -0.1

Results for CC(C)(C)NC(=O)C(c1ccccc1)N(Cc1cccs1)C(=O)c1csnn1 (centres undefined) ?
Ba/F3 V617F tox: -4; eIF4E 4G PPI: 2[fluorescence artefact?]; Wee1 degr inh: -3; S1P4 antag: -2; PERK inh: -0.2; NPY2 pot ag: -7; BaF3 parental: 0; MDM2 E3 inh: -15; S1P4 agonist: 1.6

Results for CC(C)N1CCc2c(sc(NC(=S)NC(=O)c3ccccc3)c2C#N)C1 ?
Ba/F3 V617F tox: 6; eIF4E 4G PPI: -2; Wee1 degr inh: 2; S1P4 antag: -5; PERK inh: -0.1; NPY2 pot ag: -9; BaF3 parental: 8; MDM2 E3 inh: -9; S1P4 agonist: 3.6

Results for O=C(CCSc1nnc(-c2ccncc2)o1)Nc1ccccc1 ?
Ba/F3 V617F tox: -3; eIF4E 4G PPI: 2; Wee1 degr inh: 1; S1P4 antag: -25; PERK inh: 1.4; NPY2 pot ag: 3; BaF3 parental: 8; MDM2 E3 inh: -15; S1P4 agonist: 0.9

Results for CCOC(=O)C1=C(C)NC(=O)NC1c1ccc(Br)s1 (centres undefined) ?
Ba/F3 V617F tox: 0; eIF4E 4G PPI: -7; Wee1 degr inh: -3; S1P4 antag: -7; PERK inh: -1.6; NPY2 pot ag: 1; BaF3 parental: 0; S1P4 agonist: -0.1

How did Cc1cc(-c2csc(N)n2)c(C)n1CCc1ccccc1 do in these assays?
Ba/F3 V617F tox: -2; eIF4E 4G PPI: -16; Wee1 degr inh: 4; S1P4 antag: -16; PERK inh: 0.9; NPY2 pot ag: 10; BaF3 parental: 2; MDM2 E3 inh: -10; S1P4 agonist: 2.8

How did CC(=O)Nc1ccc(Sc2ccccc2C(=O)O)cc1 do in these assays?
Ba/F3 V617F tox: -4; eIF4E 4G PPI: 1; Wee1 degr inh: -1; S1P4 antag: -13; PERK inh: 2.6; NPY2 pot ag: -1; BaF3 parental: 3; MDM2 E3 inh: -26; S1P4 agonist: -2.6

What do the screens show for `O=C(NCc1ccccc1)C1=C[C@@H](c2ccc(C(F)(F)F)cc2)C[C@@H](OCc2ccc(CO)cc2)O1`?
Ba/F3 V617F tox: 4; eIF4E 4G PPI: -2; Wee1 degr inh: -1; S1P4 antag: 12; PERK inh: 0.2; NPY2 pot ag: -13; BaF3 parental: -5; S1P4 agonist: -0.6

Results for O=[N+]([O-])c1ccc2c(c1)nc1n2CCSC1 ?
Ba/F3 V617F tox: -4; eIF4E 4G PPI: 3; Wee1 degr inh: -3; S1P4 antag: 2; PERK inh: -1.2; NPY2 pot ag: 3; BaF3 parental: 3; MDM2 E3 inh: -10; S1P4 agonist: 0.2

Taken from above (2 entries):
How did COc1cc(C2Nc3ccccc3C(=O)N2c2ccccc2)ccc1O (centres undefined) do in these assays?
Ba/F3 V617F tox: -3; eIF4E 4G PPI: 0; Wee1 degr inh: -3; S1P4 antag: -4; PERK inh: -0.2; NPY2 pot ag: 9; BaF3 parental: 3; MDM2 E3 inh: -1; S1P4 agonist: 1.5

How did CCCS(=O)(=O)c1c(S(=O)(=O)CCC)c2c(C)cccn2c1C(=O)OC do in these assays?
Ba/F3 V617F tox: 1; eIF4E 4G PPI: -6; Wee1 degr inh: -2; S1P4 antag: -10; PERK inh: -0.5; NPY2 pot ag: -13; BaF3 parental: 6; MDM2 E3 inh: -1; S1P4 agonist: -1.3
